Source: PubChem (several laboratories)
OX1R antag-1: antagonists of human orexin 1 receptor | O43613 | CHO/OX1R cells, Fluo-8 calcium fluorescence, orexin A | inhibition, % at 5 µM | 0.43% of 330,000 active | AID 434989;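 active = inhibition above its plate's threshold, mean inhibition of all tested compounds on the plate plus 3 SD, cut at about 37% in these data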;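 note: 0% = orexin A challenge wells and 100% = SB-334867-A antagonist wells; not every result past the cut was called active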
CHT PAM: allosteric activators of human choline transporter CHT | B-score at 10 µM | AID 488977 | Q9GZV3 | 0.49% of 310,000 active | CHT-expressing cells, membrane potential dye, choline EC20; stronger effect = higher value; LV-AA mutant CHT in HEK293 cells;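 active = initial fluorescence not abnormally high and integrated response B-score, plate-corrected, over 3 SD above library mean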
Target sequence (Q9GZV3 whole entry, looked up): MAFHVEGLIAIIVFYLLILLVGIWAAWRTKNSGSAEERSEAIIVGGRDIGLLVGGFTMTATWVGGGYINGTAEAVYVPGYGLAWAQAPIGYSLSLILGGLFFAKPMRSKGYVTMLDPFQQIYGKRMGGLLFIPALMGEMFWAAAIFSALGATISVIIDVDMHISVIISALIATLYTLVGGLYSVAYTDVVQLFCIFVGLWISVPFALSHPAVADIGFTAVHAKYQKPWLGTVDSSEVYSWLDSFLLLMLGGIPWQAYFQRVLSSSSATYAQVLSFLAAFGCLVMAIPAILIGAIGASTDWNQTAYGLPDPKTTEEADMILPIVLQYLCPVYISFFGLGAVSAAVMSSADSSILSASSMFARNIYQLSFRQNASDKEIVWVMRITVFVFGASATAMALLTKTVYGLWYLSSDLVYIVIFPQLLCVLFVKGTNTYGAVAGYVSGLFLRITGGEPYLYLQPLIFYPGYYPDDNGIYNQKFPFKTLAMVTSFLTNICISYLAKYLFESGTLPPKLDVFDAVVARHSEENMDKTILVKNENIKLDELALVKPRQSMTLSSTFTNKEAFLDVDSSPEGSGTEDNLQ
OX1R antag-2: OX1R (human) antagonism | OX1R-expressing cells, FRET antagonist read-out | inhibition, % at 6.6 µM | O43613 | AID 485270 | 1.8% of 330,000 active; in the data active = inhibition mostly above about 38%, no sharp cut-off; inactive = mostly below about 40%;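 note: 0% = agonist challenge alone and 100% = reference antagonist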
Starred values were filed as active, the others as inactive; i = inactive; x = no result given.

SMILES	OX1R antag-1	CHT PAM	OX1R antag-2
CCn1c(SCC(=O)NCC2CCCO2)nc2cc(S(=O)(=O)N3CCCCC3)ccc21 (centres undefined)	-25	i	13
COC(=O)C1=C(C)NC(=S)NC1/C=C/c1ccccc1 (centres undefined)	-7	i	8
CN(CC(=O)Nc1ccc(OC(F)(F)F)cc1)C(=O)Cc1c(Cl)cccc1Cl	-14	i	18
Cc1cccc(N2CCN(C(=O)c3c(-c4ccccc4)noc3C)CC2)c1C	-48	i	-4
Cc1ccc(CSc2nc3c(c(SCC(=O)O)n2)CCCC3)cc1	-13	i	26
N#Cc1nc(N2CCCC2)nc(N2CCCC2)n1	-14	i	9
Cc1cc(C)n(-c2ccc3cccc(NS(C)(=O)=O)c3n2)n1	-18	i	22
CCn1nc(NS(=O)(=O)c2ccc(NC(C)=O)cc2)c2cc3cccc(C)c3nc21	-14	i	5
C=CCn1c(Br)nc2c1c(=O)[nH]c(=O)n2C	-28	i	25
CSc1nnc(NC(=O)C23CC4CC(CC(C4)C2)C3)s1	-21	i	-1
CCCCCC(=O)Nc1cc(S(=O)(=O)N2CCOCC2)ccc1Oc1ccc(OCC)cc1	-16	i	0
COc1ccccc1NC(=O)NNC(=O)c1ccc(-c2ccccc2)cc1	-11	i	-2
O=C(CSc1nnnn1-c1cccc(C(=O)O)c1)NC(c1ccccc1)c1ccccc1	6	i	13
O=C(NC(=O)c1cc(OCC(F)(F)F)ccc1OCC(F)(F)F)Nc1ccccc1	-25	i	9
O=C(NCCc1ccccc1)c1ccc(OCCOc2ccccc2)cc1	-18	i	7
Nc1ncccc1C(=O)OCC(=O)N1CCN(S(=O)(=O)c2ccc(Cl)cc2)CC1	-14	x	3
O=C(NC(=S)NCC1CCCO1)c1ccc([N+](=O)[O-])cc1 (centres undefined)	-6	i	46
O=C(NNC(=S)Nc1ccccc1)c1ccc2ncccc2c1	1	i	35
O=S(=O)(NCCc1csc(-c2cccnc2)n1)c1cccc(F)c1	-19	i	52
CN(C)CCNc1oc(-c2cccc(Cl)c2)nc1C#N	-13	i	3
Cc1occc1-c1nnc(SCC(=O)Nc2ccccc2)n1Cc1ccccc1	7	i	29
O=C(C[n+]1ccccc1)N/N=C/c1ccc(Cl)cc1	-8	x	4
CC(C)Oc1ccc(C(=O)Nc2ncn[nH]2)cc1	-16	i	0
CCNC(=S)Nc1ccc(-c2nc3ccccc3[nH]2)cc1	-6	i	26
O=C(N/N=C/c1sc(N2CCOCC2)nc1-c1ccccc1)c1ccc(O)cc1	-7	i	16
Brc1ccccc1OCCCN1CCCCCC1	-28	i	10
O=C1N(c2ccccc2)CCN1c1ccccc1	-26	i	-7
O=C(CNC(=O)/C(=C\c1ccccc1)NC(=O)c1ccc(Br)cc1)OCc1ccccc1	-12	i	18
CCc1cc2c3c([nH]c2cc1S(=O)(=O)NCCCOC)CC(C)(C)CC3=O	-34	i	-8
CCOc1ccccc1-n1c(SCC(N)=O)nnc1-c1ccccc1	-1	i	19
O=C(COc1ccccc1)NCCSCc1ccccc1Cl	-16	i	25
O=C(CSc1ccccc1)NCc1ccc(F)cc1	-2	i	7
COc1cccc(CNC(=O)C2CCCN(S(=O)(=O)c3c(C)n[nH]c3C)C2)c1 (centres undefined)	-12	i	12
CCOc1ccc(S(=O)(=O)NC2CCCCCC2)cc1	-34	i	10
Cc1ccc(S(=O)(=O)N2CCOCC2)cc1NC(=O)COC(=O)c1cnccn1	-6	x	6
O=C(Oc1cc(=O)oc2ccccc12)c1ccccc1	1	i	24
CC(=O)/C(C(=N)N1CCN(c2cccc(Cl)c2)CC1)=C(\C)O	2	i	8
CCCCCCN1CC(=O)N2[C@@H](Cc3c([nH]c4ccccc34)C2(C)C)C1=O	-29	i	6
C/C(=N/NC(=O)c1cc(Cl)ccc1O)C12CC3CC(CC(C3)C1)C2	-2	i	28
Clc1ccc(CSc2nnc(-c3cccnc3)o2)cc1	-11	i	31
COc1ccc(OC2CCN(C(=O)Nc3ccc(C)cc3)CC2)cc1	2	i	-5
CCc1nnc(NC=C2C(=O)OC(C)(C)OC2=O)s1	7	i	5
COc1ccc(C(=O)NCC(=O)N2CCCC(C(F)(F)F)C2)cc1OC (centres undefined)	-12	i	11
CC(C)N1CCC(=NNC(=O)c2cccs2)CC1	-9	i	15
CCCCn1cnc2c1c(=O)[nH]c(=O)n2CCCC	-14	i	21

Molecules from the list above that have four or more nitrogen atoms:
SMILES	OX1R antag-1	CHT PAM	OX1R antag-2
CCn1c(SCC(=O)NCC2CCCO2)nc2cc(S(=O)(=O)N3CCCCC3)ccc21 (centres undefined)	-25	i	13
N#Cc1nc(N2CCCC2)nc(N2CCCC2)n1	-14	i	9
Cc1cc(C)n(-c2ccc3cccc(NS(C)(=O)=O)c3n2)n1	-18	i	22
CCn1nc(NS(=O)(=O)c2ccc(NC(C)=O)cc2)c2cc3cccc(C)c3nc21	-14	i	5
C=CCn1c(Br)nc2c1c(=O)[nH]c(=O)n2C	-28	i	25
O=C(CSc1nnnn1-c1cccc(C(=O)O)c1)NC(c1ccccc1)c1ccccc1	6	i	13
Nc1ncccc1C(=O)OCC(=O)N1CCN(S(=O)(=O)c2ccc(Cl)cc2)CC1	-14	x	3
O=C(NNC(=S)Nc1ccccc1)c1ccc2ncccc2c1	1	i	35
CN(C)CCNc1oc(-c2cccc(Cl)c2)nc1C#N	-13	i	3
Cc1occc1-c1nnc(SCC(=O)Nc2ccccc2)n1Cc1ccccc1	7	i	29
CC(C)Oc1ccc(C(=O)Nc2ncn[nH]2)cc1	-16	i	0
CCNC(=S)Nc1ccc(-c2nc3ccccc3[nH]2)cc1	-6	i	26
O=C(N/N=C/c1sc(N2CCOCC2)nc1-c1ccccc1)c1ccc(O)cc1	-7	i	16
CCOc1ccccc1-n1c(SCC(N)=O)nnc1-c1ccccc1	-1	i	19
COc1cccc(CNC(=O)C2CCCN(S(=O)(=O)c3c(C)n[nH]c3C)C2)c1 (centres undefined)	-12	i	12
Cc1ccc(S(=O)(=O)N2CCOCC2)cc1NC(=O)COC(=O)c1cnccn1	-6	x	6
CCCCn1cnc2c1c(=O)[nH]c(=O)n2CCCC	-14	i	21

Going on with the list:
SMILES	OX1R antag-1	CHT PAM	OX1R antag-2
O=C(NCC(c1ccco1)N1CCOCC1)c1ccc(F)cc1 (centres undefined)	-13	i	16
CC(CNC(=O)c1cc(COc2ccc3ncccc3c2)on1)c1ccccc1 (centres undefined)	33	i	57*
O=C(NCc1ccc(F)cc1)C(=O)c1cn(CC(=O)N2CCCC2)c2ccccc12	-34	i	21
Cc1cccc(OCCCN2C(=O)C(=O)c3cc(C)ccc32)c1	-1	i	10
CC(=O)N1CCN(c2ccc(OC[C@H]3CO[C@](Cn4ccnc4)(c4ccc(Cl)cc4Cl)O3)cc2)CC1	-34	i	3
CCOC(=O)C1CCN(S(=O)(=O)c2cc(C(=O)N3CCCCC3)ccc2OC)CC1	-12	i	8
CC1(C)CC(NC(=O)c2coc(=O)c(Br)c2)CC(C)(C)N1	2	i	31
O=C(O)c1cccc(S(=O)(=O)N2CCN(Cc3ccc4c(c3)OCO4)CC2)c1	-16	i	8
Cc1ccc(C)c(N2CCN(C(=O)C3CCCN(S(=O)(=O)c4cnc[nH]4)C3)CC2)c1 (centres undefined)	9	i	10
CCOC(=O)N1CCC(NC(=O)CCC(=O)N2CCOc3ccccc32)CC1	-21	i	18
Cc1ccccc1C(=O)NNC(=O)C1CC(=O)N(c2ccc3c(c2)OCCO3)C1 (centres undefined)	-9	x	2
CN1C(=O)C(C)(C)c2cc(S(=O)(=O)N3CCN(c4ccc(F)cc4)CC3)ccc21	-2	i	18
Cc1ccc(-c2nc3n(n2)Cc2ccccc2-3)cc1	-24	i	34
CC(C)(C)NC(=O)CSc1nnc(-c2ccco2)n1Cc1ccco1	-27	i	0
COc1ccc(NC(=O)CCC(=O)N/N=C/c2cn(C)nc2C)cc1	-15	i	12
CC(C)(C)NC(=O)NCc1cccnc1	-9	i	-1
CCN(CC)C(=O)CSc1nnc(CNc2ccc(F)cc2)o1	-27	i	8
COc1cc(/C=C(/C#N)c2ccc(C)cc2)ccc1Oc1ccc([N+](=O)[O-])cn1	-1	i	9
C/C(=N\O)C(C)(C)Nc1cccc(Br)c1	-6	i	-3
Cc1ccc(OC(C)C(=O)N2CC(=O)Nc3ccccc32)cc1 (centres undefined)	-7	i	11
COc1ccc(S(=O)(=O)Cc2ccc(C(=O)N3CCN(c4ccccc4F)CC3)o2)cc1	-23	i	7
COc1ccc(-c2nsc3c(N4CCN(C(=O)c5ccco5)CC4)ncnc23)cc1	-31	i	13
O=C(Cn1nnc2ccccc21)N/N=C/c1ccco1	5	i	8
CN(C)c1ccc(/C=C/c2nc3ccccc3c(=O)[nH]2)cc1	6	i	16
COc1cnn(-c2ccc([N+](=O)[O-])cc2)c(=O)c1Cl	-14	i	50*
COc1cc(C2NC(=O)N(C)C3=C2C(=O)CCC3)cc(OC)c1OC (centres undefined)	-6	i	4
COc1ccccc1NC(=O)c1cc[n+](C)cc1	-5	i	25
CCc1nn(CCCC(=O)N2CCN(c3ccc(OC)cc3)CC2)c(=O)c2cc3occc3n12	-37	i	12
COc1ccc(-n2nc(C(=O)NCc3cc(OC)ccc3OC)c3c4ccccc4n(C)c3c2=O)cc1	-33	i	9
O=C(CN(C(=O)c1csnn1)c1cccc(C(F)(F)F)c1)NCc1ccc(F)cc1	-17	i	2
O=C(NCc1cccnc1)C(=O)NCC(c1ccco1)N1CCN(c2ccc(F)cc2)CC1 (centres undefined)	-16	i	11
CC(=O)Nc1c(I)c(C(=O)N[C@H]2C(O)O[C@H](CO)[C@@H](O)[C@@H]2O)c(I)c(N(C)C(C)=O)c1I (some centres undefined)	9	i	13
Cc1nn2c(c1-c1ccc(Cl)cc1)N=C(c1ccco1)CC2c1ccccc1 (centres undefined)	-18	i	4
Nc1nnc(SCC(=O)N2CCN(c3ccccc3)CC2)n1-c1ccccc1	-17	i	4
CCCC(=O)Nc1nnc(SCC(=O)N2CCN(c3ccccc3)CC2)s1	-20	i	8
O=C(Nc1ccccc1F)C1CCN(C(=O)Cc2ccccc2)CC1	9	i	2
N#Cc1ccc(C23CC4(C2)[C@H](CN(CC2CCCCC2)[C@@H]4c2ccccc2)C3c2ccccc2)cc1 (some centres undefined)	-14	i	15
CCOCCCN(C(=O)c1snc(C(N)=O)c1N)C(C(=O)NC1CCCC1)c1ccc(OC)cc1 (centres undefined)	-33	i	4
N#CCCn1cc(/C=N/O)c(-c2ccc(F)cc2)n1	-10	i	17
Cc1ccc(N2CCN(C(=S)c3ccc(-c4cccc([N+](=O)[O-])c4)o3)CC2)cc1	-13	i	18
CCOC(=O)N1CCN(C(=O)c2ccc(Cl)c(S(=O)(=O)N3CCOCC3)c2)CC1	-29	i	5
CCOC(=O)C(C)(C)N(Cc1ccc(C)cc1)S(=O)(=O)c1ccc(Cl)c([N+](=O)[O-])c1	-24	i	10
CCN(CC(=O)Nc1cccc(OC)c1)C(=O)c1ccc(C)s1	-12	i	11
CN1CCN(c2ccc(NC(=O)COc3ccc(Cl)cc3Cl)cc2)CC1	-4	i	11
COc1ccc(NC(=O)COc2ccccc2)cc1NC(=O)c1ccco1	-20	i	13
Cc1ccnc(NC(=O)Cc2c(F)cccc2Cl)c1	-23	i	14
CC(C)C(=O)N(Cc1ccc(F)cc1)Cc1nc2ccccc2c(=O)[nH]1	-11	i	4
